Screening results (PubChem BioAssay)
UBC13 polyUb = human UBC13 polyubiquitination inhibition | P61088 | UBC13 polyubiquitin chain formation, TR-FRET | inhibition, % at 20 µM | 0.47% of 330,000 active | AID 485273; in the data active means inhibition above about 45%, passing the limit was not always enough
EBI2 block = blocks human EBI2 receptor beta-arrestin signaling; EBI2 beta-arrestin recruitment, luminescence, 7a,25-OHC stimulated; P32249; inhibition, % at 5 µM; 0.81% of 360,000 active; in the data active means inhibition above about 38%;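 further: enzyme fragment complementation signal reports receptor beta-arrestin coupling in cells; 0% = agonist plus DMSO wells and 100% = wells without agonist; some results beyond the cut were filed as inactive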
Target sequence (P32249 whole entry, looked up, the tested form may be a part): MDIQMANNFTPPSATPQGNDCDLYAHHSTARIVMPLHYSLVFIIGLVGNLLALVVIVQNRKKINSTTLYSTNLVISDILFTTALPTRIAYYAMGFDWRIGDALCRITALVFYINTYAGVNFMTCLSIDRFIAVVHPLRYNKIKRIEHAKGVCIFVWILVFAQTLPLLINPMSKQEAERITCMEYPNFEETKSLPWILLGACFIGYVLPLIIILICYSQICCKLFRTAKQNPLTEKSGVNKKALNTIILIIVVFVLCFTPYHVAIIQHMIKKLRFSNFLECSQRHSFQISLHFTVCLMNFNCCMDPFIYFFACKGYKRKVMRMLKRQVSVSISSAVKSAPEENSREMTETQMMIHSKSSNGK
CCR6 antag = CCR6 (human) receptor antagonism | inhibition, % at 20 µM | CHO-K1 CCR6 PathHunter beta-arrestin, luminescence, CCL20-stimulated | 0.49% of 340,000 active | AID 493098;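 active means compounds whose inhibition of the agonist-driven luminescence signal at 20 µM reaches about 50%, limit read from the data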;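 further: cells stimulated with CCL20 at 14 nM final; plate controls were DMSO with CCL20 for no effect and DMSO without agonist for full effect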
Target sequence (P51684 whole entry, looked up): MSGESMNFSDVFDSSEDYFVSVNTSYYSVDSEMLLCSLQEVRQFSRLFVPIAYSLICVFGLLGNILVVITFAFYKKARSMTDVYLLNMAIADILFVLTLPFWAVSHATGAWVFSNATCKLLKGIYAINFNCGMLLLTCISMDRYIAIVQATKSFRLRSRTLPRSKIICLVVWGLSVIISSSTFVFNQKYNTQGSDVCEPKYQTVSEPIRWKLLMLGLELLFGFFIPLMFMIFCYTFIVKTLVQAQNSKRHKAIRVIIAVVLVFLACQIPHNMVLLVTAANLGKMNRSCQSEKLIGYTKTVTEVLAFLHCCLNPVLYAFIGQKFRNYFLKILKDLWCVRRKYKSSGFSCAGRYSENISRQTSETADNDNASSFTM
Jurkat NFkB inh = inhibitors of the PMA/ionomycin-induced NF-kB reporter in Jurkat cells. PMA/ionomycin-induced NF-kB luciferase reporter, luminescence. inhibition, % at 4 µM. 0.53% of 330,000 active. AID 435003
SENP8 block = SENP8 protease inhibition | purified SENP8, Z-RLRGG-aminoluciferin cleavage, luminescence | inhibition, % at 10 µM | 1.2% of 330,000 active
Target sequence (Q96LD8 whole entry, looked up): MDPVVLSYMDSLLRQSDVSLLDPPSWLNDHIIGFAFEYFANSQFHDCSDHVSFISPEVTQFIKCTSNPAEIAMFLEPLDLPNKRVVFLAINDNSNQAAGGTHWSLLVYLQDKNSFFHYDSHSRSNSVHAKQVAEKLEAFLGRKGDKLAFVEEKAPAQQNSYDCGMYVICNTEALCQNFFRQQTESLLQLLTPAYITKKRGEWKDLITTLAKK
697 NFkB inh = lowers PMA/ionomycin-induced NF-kB signal in 697 B cells. 697 B-cell NF-kB luciferase reporter, 16 h. inhibition, % at 4 µM. 0.33% of 330,000 active. AID 435022; in the data active means inhibition above about 35%
Gli-Sufu antag = blocks Gli-Sufu signaling in a luciferase reporter; Sufu-KO-LIGHT fibroblasts, Gli luciferase reporter luminescence; inhibition, % at 5 µM; 0.74% of 340,000 active; AID 588413;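 active means inhibition above about 55%, limit read from the data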;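 further: 0% = DMSO-treated cells and 100% = wells with medium but no cells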
Apaf1 inhib = inhibitors of human Apaf-1 apoptosome; reconstituted apoptosome caspase-3 activity, DEVD-Rh110 fluorescence; inhibition, % at 20 µM; 0.71% of 330,000 active; AID 489030; active means inhibition of at least 40% at 20 µM;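 further: plate controls were DMSO wells for no effect and DEVD-CHO caspase inhibitor wells for full effect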
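Material: reconstituted apoptosome with Apaf-1, cytochrome c, caspase-9, procaspase-3, dATP; medium: pH 7.5 Hepes buffer with CHAPS, BSA, DTT; also added: cytochrome c and DEVD-Rh110 substrate; timing: 30 min plus 50 min, RT; signal: Rh110 fluorescence intensity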
Starred values were filed as active, the others as inactive; . = not tested or not shown; & = joins results of further samples. Unless noted, no stated cut-off is given here; in the data, active means inhibition above about 50%; inactive means the rest. This is a subset, so the mix of outcomes need not match the whole.

SMILES	UBC13 polyUb	EBI2 block	CCR6 antag	Jurkat NFkB inh	SENP8 block	697 NFkB inh	Gli-Sufu antag	Apaf1 inhib
CC(C)CCNC(=O)COc1ccc(N(C)S(=O)(=O)c2ccc(F)cc2)cc1	-2	15	-2	1	-4	8	9	7
O=C(COc1ccc2ccc(=O)oc2c1)N1CCc2ccccc21	6	5	8	-26	-2	-23	-26	9
CCCCCC(O)(c1ccc(OCC)cc1)C(CN1CCOCC1)c1ccccc1 (stereo not given)	3	11	21	29	1	17	28	26
C=CCNc1cc(F)ccc1S(=O)(=O)NCC=C	.	3	20	.	.	-16	-1	27
O=S(=O)(O)c1cccc(N=Nc2c(O)ccc3ccccc23)c1	-229	0	43	-14	94*	-8	1	6
CN(Cc1cnccn1)C(=O)CC1C(=O)NCCN1CC(c1ccccc1)c1ccccc1 (stereo not given)	1	-4	-4	-3	0	23	4	2
O=C(COC(=O)/C=C/c1ccc(Cl)cc1Cl)Nc1ccc2c(c1)OCCO2	-7	-2	-11	-2	5	1	4	-7
O=C(NCCc1ccc(F)cc1)c1ccc([N+](=O)[O-])cc1	-7	0	9	-66	-5	-95	-84	-13
Cc1cc(C)c(S(C)(=O)=O)c(Oc2cccc(Cl)c2)n1	4	-12	13	14	1	2	-1	-4
O=C(CN1C(=O)c2ccc([N+](=O)[O-])cc2C1=O)NC1CCCCCC1	-9	-4	8	-9	-2	5	-10	1
Cc1ccc(NS(=O)(=O)c2cccc3cccnc23)cc1Cl	6	-1	15	-4	3	-7	2	13
Cc1cc(Br)ccc1NC(=O)CNC(=O)c1cnn(C)c1	3	3	-5	-12	4	17	2	-10
COc1ccccc1NC(=S)NC1CCCCCC1	-3	-20	10	-5	2	4	3	6
CC(C)c1c(C(=O)N/N=C/c2ccco2)nnn1-c1nonc1N	-12	-7	0	6	11	7	-4	0
COc1ccc(CC2(CO)CCN(C(C)Cc3ccc(Cl)cc3)CC2)cc1 (stereo not given)	6	-8	8	3	2	8	5	18
O=C(/C=C/c1cccs1)N1CCC2(CC1)Oc1ccc(Cl)cc1C(=O)C21CC(c2cccnc2)=NO1 (stereo not given)	-3	66*	19	17	6	19	4	27
O=C(CCCCCNC(=O)c1ccccc1)N/N=C/c1ccccc1O	2	-6	7	7	-9	6	-6	-7
Cn1c(=O)nc2n(Cc3ccccc3)c3ccccc3cc-2c1=O	16	10	3	-3	-3	-16	7	-172
Cc1nc(SCC(=O)Nc2ccc3c(c2)OCCO3)c2oc3ccccc3c2n1	11	-5	2	5	0	12	4	0
Brc1ccccc1-n1nnc(-c2cnc3ccccc3c2)n1	0	3	22	-150	26	-306	-63	9
Cc1cc(-c2ccc(C(C)C)c(S(=O)(=O)N3CCC(C)CC3)c2)on1	-10	-4	10	-12	-14	-23	15	28
CN1CCN(S(=O)(=O)c2cccc(S(=O)(=O)c3ccc(Cl)cc3)c2)CC1	-14	-1	-16	0	-7	2	10	0
CC(C(=O)Nc1cccc([N+](=O)[O-])c1)N(c1ccccc1)S(C)(=O)=O (stereo not given)	4	-12	13	-8	2	3	-24	-3
CCn1c(SCC(=O)c2ccc(F)cc2)nnc1-c1ccoc1C	9	1	16	5	-3	18	-7	-223
CC(C)(C)OC(=O)N1CCN(C(=O)Cn2cc(CCO)nn2)CC1	1	-24	-4	4	-7	-3	-10	-1

A second format for part of the listing above:
Every second line gives: UBC13 polyUb | EBI2 block | CCR6 antag | Jurkat NFkB inh | SENP8 block | 697 NFkB inh | Gli-Sufu antag | Apaf1 inhib
COc1ccc(CC2(CO)CCN(C(C)Cc3ccc(Cl)cc3)CC2)cc1 (stereo not given)
    6 | -8 | 8 | 3 | 2 | 8 | 5 | 18
O=C(/C=C/c1cccs1)N1CCC2(CC1)Oc1ccc(Cl)cc1C(=O)C21CC(c2cccnc2)=NO1 (stereo not given)
    -3 | 66* | 19 | 17 | 6 | 19 | 4 | 27
O=C(CCCCCNC(=O)c1ccccc1)N/N=C/c1ccccc1O
    2 | -6 | 7 | 7 | -9 | 6 | -6 | -7
Cn1c(=O)nc2n(Cc3ccccc3)c3ccccc3cc-2c1=O
    16 | 10 | 3 | -3 | -3 | -16 | 7 | -172

Next part:
SMILES	UBC13 polyUb	EBI2 block	CCR6 antag	Jurkat NFkB inh	SENP8 block	697 NFkB inh	Gli-Sufu antag	Apaf1 inhib
CCNc1nc(NC(C)C)nc(SCCOc2ccc(C)cc2)n1	1	9	-15	-6	0	1	-1	21
CCn1c(NC)cc(=O)n(C)c1=O	3	0	2	-7	0	12	1	-7
Cc1ccc(/C=N/N=C2/NC(=O)C(CC(=O)Nc3ccc(Cl)cc3)S2)o1 (stereo not given)	-16	-1	0	12	-1	9	-2	9
COCCNC(=O)C(=O)NCC1OCCN1S(=O)(=O)c1ccc2c(c1)OCCO2 (stereo not given)	18	-3	-1	2	1	9	-32	-21
Cc1ccc(NC(=O)Cn2ncn3c(cc4ccccc43)c2=O)c(C)c1	-18	13	12	16	-13	-24	-4	17
COc1ccc(Cn2cnc3c4cc(F)ccc4n(C)c3c2=O)cc1	4	8	2	1	3	-10	-1	-3
O=C(c1ccc(F)cc1)N1CCCCC(Sc2nnc3ccccn23)C1=O (stereo not given)	8	5	0	5	1	8	21	-14
N#CCCCSc1ncccc1-c1nc2ccccc2[nH]1	-6	3	-11	-7	7	19	18	-4
CC(Sc1nc(C(F)(F)F)nc2ccccc12)C(=O)NC1CCCC1 (stereo not given)	19	1	13	-1	2	9	-3	6
COc1ccccc1N1CCN(C(=O)c2ccc3c(=O)n4c(nc3c2)CCCCC4)CC1	-9	-8	-3	-11	-11	-21	0	11
COCCCN(C(=S)Nc1ccc(OC)cc1)C(C)c1ccncc1 (stereo not given)	20	19	6	0	-6	9	0	-22
Cc1nc(CC(=O)N2CCN(S(=O)(=O)c3ccccc3C#N)CC2)cs1	6	2	-6	-2	-4	12	3	-2
CCn1c(SC(C)C(=O)Nc2nccs2)nnc1-c1ccncc1 (stereo not given)	5	5	8	0	6	-5	-4	-9
CCCCN(CC)CCCNC(=O)c1cn(CC(C)C)c(=O)c2c1c1ccccc1n2C	41	-3	15	0	3	3	14	6
COc1ccc(CCNC(=O)C(=O)NCC2CCCN2S(=O)(=O)c2ccc(OC)cc2)cc1 (stereo not given)	-2	11	-1	18	-5	8	7	61*
CC(=O)Nc1sc2c(c1CN1CCCC1)CCCC2	13	-3	2	5	2	22	0	-25
Cc1ccc(-c2csc3nnc(SCC(=O)N4CCN(Cc5ccccc5)CC4)n23)cc1	-2	-7	13	-16	-8	-12	21	10
CCCC1(C(=O)O)NC(c2ccccc2O)C2C(=O)N(c3cccc(Cl)c3)C(=O)C21 (stereo not given)	8	2	17	-5	-3	-7	-3	-1
C/C(=N\NC(=O)C1(C)CC1(Br)Br)c1cccc(NC(=O)C2CCC2)c1 (stereo not given)	-5	0	6	34	0	-39	11	2
COc1ccc(CN2CCN(CCSc3ccc(C)cc3)CC2)c(OC)c1OC	3	11	18	0	-13	-8	32	14
CN(C)S(=O)(=O)c1cc(NC(=O)Cn2ccsc2=N)ccc1Cl	-4	-7	-3	3	-10	-11	-6	-2
CCC(=O)Nc1nc2n(n1)C(c1ccc(OC)cc1)C=C(c1ccccc1)N2 (stereo not given)	16	.	.	-4	3	29	.	1
CC1CC(C)CN(C(=O)COC(=O)CN2C(=O)c3ccccc3C2=O)C1 (stereo not given)	-2	4	4	-2	-5	16	2	-2
COc1ccc(CCNC(=O)COc2coc(CN3c4ccccc4CC3C)cc2=O)cc1OC (stereo not given)	1	-9	7	-2	-8	-25	12	0
CCOn1c(=O)c(-c2ccc(Cl)cc2)[n+]([O-])c2ccccc21	0	-4	-3	-7	1	8	6	-2

Next part:
SMILES	UBC13 polyUb	EBI2 block	CCR6 antag	Jurkat NFkB inh	SENP8 block	697 NFkB inh	Gli-Sufu antag	Apaf1 inhib
C=CCN(c1ccc(C(N)=O)cc1)S(C)(=O)=O	-2	4	-22	-12	-6	-12	6	-5
COc1ccccc1N1CCN(C(=O)CSc2ccccc2)CC1	-8	8	0	-34	-5	-43	-15	10
CCCCCCOc1ccc(/C=N/NC(=O)C2CC2)cc1	-4	-5	0	-13	-14	4	-9	10
COc1ccc(CN2CC(C(=O)N3CCOCC3)CC2=O)cc1 (stereo not given)	2	6	8	-8	0	13	7	8
COc1ccc(OC)c(CN2CCN(S(=O)(=O)c3ccc(NC(C)=O)cc3)CC2)c1	-3	2	-2	31	-1	9	3	0
CCN(Cc1ccncc1)C(=S)Nc1c(C)cccc1C	9	-6	5	6	-1	-1	0	-4
CCc1ccc(NS(=O)(=O)c2ccc3[nH]c(=O)[nH]c3c2)cc1	0	-8	2	17	6	11	-2	4
NC(=O)C1CCN(c2ccc(C(F)(F)F)cn2)CC1	11	-10	3	-2	-4	14	4	2
Cc1ccc(-c2cc(-c3ccccc3)[nH]c(=S)c2C#N)cc1	-13	1	6	-4	-4	13	6	12
CCc1nc2sc3c(c2c(=O)n1CCO)CCC3	5	0	4	9	2	5	3	-15
CC(=O)Nc1ccc(Br)c2ccccc12	-7	-2	1	0	0	16	-4	-10
Cc1ccc(S(=O)(=O)Oc2cccc(/C=N/n3cnnc3)c2)cc1	3	-12	-11	12	4	-2	-6	-2
CCCc1nn2c(=O)cc(CSCC(=O)Nc3nnc(CC)s3)nc2s1	1	-1	-2	-7	-6	-7	29	-2
Cc1ccc(CN2C(=O)C(CC(C)C)Nc3ncnc(N4CCN(c5ccccc5)CC4)c32)cc1 (stereo not given)	-7	14&9	14	21	2	12	-1	28
Cc1cc(C)n(CCC(=O)N2CCCC(Nc3ccc(F)cc3)C2)n1 (stereo not given)	3	-4	9	0	-3	23	-2	-7
O=C(O)CSc1nnc(NC(=O)CN2CCOCC2)s1	6	-9	9	-10	4	25	6	-6
CCN(CC(=O)Nc1ccc(NC(C)=O)cc1)C(=O)c1ccc(=O)[nH]c1	8	-2	14	11	0	10	2	-15
O=C1CN(c2ccccc2F)C(=O)CN1c1ccccc1F	3	-12	-3	-8	-9	9	4	-3
Cc1cc(NC(=O)CCN2CCN(Cc3ccccc3)CC2)ccc1Br	15	1	10	-10	1	19	-12	12
C[C@@]12C(=O)N(c3cccc(F)c3)C(=O)N1[C@H](c1ccc(F)cc1)[C@@H]1C(=O)N(C3CCCCC3)C(=O)[C@@H]12	10	3	-17	-22	-13	20	-7	23
O=C(CCS(=O)(=O)c1ccccc1Cl)NCCC1=CCCCC1	-3	5	1	-6	13	2	-21	-4
Cc1ccc(Cl)cc1-n1c(SCC(=O)NCCC2=CCCCC2)nc2n[nH]c(C)c2c1=N	8	16	14	8	-2	-7	7	26
COC(=O)c1ccccc1NC(=O)N1c2ccccc2Sc2ccccc21	2	14	6	-12	1	-27	8	16
O=C(CSc1nc2sc3c(c2c(=O)n1-c1ccccc1)CCCC3)N/N=C/c1ccccc1C(=O)O	-12	1	2	7	-13	6	-4	-24
CCCC12CN3CCN(CC(C3)/C1=N\NC(=O)Nc1ccccc1)C2	-2	-1	1	2	4	-25	8	-1

(list continues)
SMILES	UBC13 polyUb	EBI2 block	CCR6 antag	Jurkat NFkB inh	SENP8 block	697 NFkB inh	Gli-Sufu antag	Apaf1 inhib
CCOC(=O)c1c(NC(=O)COC(=O)C2CC2C)sc(C)c1C (stereo not given)	2	-1	24	-34	1	12	-1	16
Cc1ccc(S(=O)(=O)N2CCN(C(=O)c3nn(C(C)C)c(=O)c4ccccc34)CC2)cc1C	2	-22	5	-7	0	10	6	0
CCN(CC)Cc1c(NC(=O)c2ccccc2)sc(C)c1C	4	-2	16	-58	3	-37	-9	21
O=C(O)CCCc1ccccc1	-2	0	-10	0	-1	10	-6	-8
CN(Cc1ccon1)C(=O)CCc1nnc(Cc2ccc(-c3ccccc3)cc2)o1	4	-10	4	-7	-1	-4	3	12
Cc1cccc(C(=O)OC(C)C(=O)Nc2ccc(S(=O)(=O)N3CCCC3)cc2)c1O (stereo not given)	-5	17	4	4	0	-34	15	11
